IDE cell activ = human IDE activators in live cells, primary screen, fluorescence polarization, HEK cells, FAbeta-B substrate; Insulin-degrading enzyme (Homo sapiens), P14735; FAbeta-B cleavage; 0% vehicle, 100% cell-free pure enzyme wells; activation, % at 5.96 µM; hit rate 0.073% among 340,000; AID 493087, 2011;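 active means activation above the mean of all tested compounds plus 3 SD, set per screening campaign, cut at about 17% in these data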
NALP1 inh = NALP1 inflammasome inhibitors in reconstituted yeast, colorimetric, S. cerevisiae, triplicate retest. S. cerevisiae NALP1/ASC/caspase-1 growth, X-gal OD620, 72 h. inhibition, % at 10 µM. hit rate 0.61% among 280,000; in the data active means inhibition mostly above about 24%, no sharp cut-off; inactive means mostly below about 32%; further: some compounds called inactive have numbers as strong as hits
MEKK2 mut-MEK5 = MEK5 binding signal on mutant MEKK2 PB1, primary screen, biochemical, multiplex bead flow cytometry, Alexa488-MEK5. Alexa488-MEK5 binding to MEKK2 mutant. percent response, % at 10 µM. hit rate 0.35% among 290,000. AID 1530, 2009; in the data active means percent response above about 24%, passing the limit was not always enough; further: inactives centre near 1; some results filed as inactive read as strong as hits; reference of the scale not given here
PfM18AAP inh = PfM18AAP inhibitors, malaria aminopeptidase, primary screen, biochemical, QFRET, recombinant enzyme; M18 aspartyl aminopeptidase (Plasmodium falciparum 3D7); H-Glu-NHMec fluorogenic cleavage; inhibition, % at 7.35 µM; hit rate 1.2% among 290,000; AID 1822, 2009;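 active means inhibition above the campaign mean inhibition over all tested compounds plus 3 SD, cut at about 28% in these data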;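 further: 0% = plate median of test compound wells and 100% = 2 mM ZnCl2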
MEKK2 WT-MEK5 = modulators of MEK5 binding to wildtype MEKK2, primary screen, biochemical, multiplex bead flow cytometry, Alexa488-MEK5; hit rate 1.1% among 290,000; AID 1531, 2009; Mitogen-activated protein kinase kinase kinase 2 (Homo sapiens), Q9Y2U5; binding response (% of control), % at 10 µM; Alexa488-MEK5 binding to MEKK2 WT; actives lie on both sides; in the data active means binding response below about 67% or above about 130%
pCIP destab = p/CIP-EGFP fusion destabilizers, primary screen, fluorescence, F442A cells | decrease of EGFP signal, % at 10 µM | 16 h | Q05BA5 | hit rate 0.01% among 290,000;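 active means EGFP signal decrease of at least 30% at 10 µM or well 3 SD below plate mean, unless failing retest; inactive means the rest, including hits failing retest or dose response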; further: some compounds called inactive have numbers as strong as hits; many of its hits are not listed in these tables
IDE inh = human IDE inhibitors in live cells, primary screen, fluorescence polarization, HEK cells, FAbetaB substrate. hit rate 0.41% among 320,000. inhibition, % at 5.59 µM. FAbetaB cleavage;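 active means percent inhibition above the average of all tested compounds plus 3 SD, set per screening campaign, cut at about 16% in these data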;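 further: IDE supplied by intact live HEK cells; FP after avidin binding of uncleaved biotin substrate so inhibition keeps polarization high; 0% = DMSO wells and 100% = 60 µM reference IDE inhibitor Ii1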
SUMO HTRF inh = inhibitors of in vitro SUMOylation cascade, primary screen, biochemical, HTRF, uHTS. SUMO-conjugating enzyme UBC9 (Homo sapiens), P63279. inhibition, % at 35 µM. hit rate 0.36% among 290,000. HTRF SUMOylation assay, SAE1/SAE2 + UBC9. AID 2006, 2009; in the data active means inhibition above about 50%, passing the limit was not always enough; further: strong numbers were not always called active
Target sequence (P63279 whole entry, looked up): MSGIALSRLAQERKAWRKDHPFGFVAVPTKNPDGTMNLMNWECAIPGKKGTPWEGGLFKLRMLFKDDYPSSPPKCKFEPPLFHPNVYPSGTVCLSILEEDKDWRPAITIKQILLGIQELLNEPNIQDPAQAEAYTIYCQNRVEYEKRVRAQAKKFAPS
MEKK3 PB1 HTS = modulators of MEKK3-MEK5 PB1 binding, primary screen, biochemical, wildtype MEKK3, multiplex bead flow cytometry, Alexa488-MEK5; Mitogen-activated protein kinase kinase kinase 3 (Homo sapiens), Q99759; bead-based flow cytometry, Alexa488-MEK5 binding to MEKK3; actives lie on both sides; 0 = blocked by unlabeled MEK5, 100 = vehicle; binding response (% of control), % at 10 µM; hit rate 1.4% among 290,000;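 active means binding response more than 3 SD above or below the average of its plate-row segment, actives on both sides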;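 further: Alexa488 bead fluorescence after subtracting the streptavidin-only scavenger bead signal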
Target sequence (Q99759 whole entry, looked up): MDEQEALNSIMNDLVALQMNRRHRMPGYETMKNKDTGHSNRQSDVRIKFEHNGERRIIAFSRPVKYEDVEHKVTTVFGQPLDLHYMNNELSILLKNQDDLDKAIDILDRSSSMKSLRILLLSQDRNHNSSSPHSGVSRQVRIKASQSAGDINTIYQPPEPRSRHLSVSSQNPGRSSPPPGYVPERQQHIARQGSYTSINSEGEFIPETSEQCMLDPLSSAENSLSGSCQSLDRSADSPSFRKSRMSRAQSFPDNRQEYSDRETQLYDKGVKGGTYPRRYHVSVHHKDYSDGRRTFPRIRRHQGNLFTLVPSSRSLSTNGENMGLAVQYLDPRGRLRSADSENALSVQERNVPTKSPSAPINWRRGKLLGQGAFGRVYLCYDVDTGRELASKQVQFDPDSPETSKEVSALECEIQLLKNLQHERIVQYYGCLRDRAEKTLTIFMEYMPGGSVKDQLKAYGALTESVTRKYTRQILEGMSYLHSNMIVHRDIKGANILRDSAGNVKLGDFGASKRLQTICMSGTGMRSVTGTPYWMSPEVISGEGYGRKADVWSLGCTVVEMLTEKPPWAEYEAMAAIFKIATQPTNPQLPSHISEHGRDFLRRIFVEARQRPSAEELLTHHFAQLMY
Active calls of the source: *; . = not tested or not shown; [ ] = remark or other dose. This is a subset; the hit share may differ from the screen's.

MEKK2 WT-MEK5	IDE cell activ	NALP1 inh	IDE inh	pCIP destab	PfM18AAP inh	SUMO HTRF inh	molecule	MEKK2 mut-MEK5	MEKK3 PB1 HTS
101	2	15	1	4	-2	6	COc1ccc(NS(=O)(=O)CC23CCC(CC2=O)C3(C)C)cc1 (stereo not drawn)	5	96
109	-5	-5	-2	-1	4	-6	CSC(=CC(=O)c1ccccc1)SC	7	110
100	0	24	10	-2	12	-6	O=C(NCCc1ccccc1)Nc1ccc(Cl)cc1	-1	108
97	8	.	-1	6	12	8	COc1ccc(C(=O)N/C(=C\c2ccco2)C(=O)OCc2ccco2)cc1	-1	98
100	7	20	1	0	6	15	COc1cc(NC(=S)NC(=O)c2ccco2)ccc1NC(=O)C(C)C	1	102
100	0	6	1	-12	-3	10	O=C(/C(=C/c1ccc(Cl)cc1)c1nc2ccccc2[nH]1)c1ccccc1	-2	104
86	0	6	2	-1	6	2	Nc1ccc(S(=O)(=O)Nc2ccc(S(N)(=O)=O)cc2)cc1	-8	85
101	2	19	-4	3	0	8	COc1ccc(C/C(N)=N/OC(C)=O)cc1OC	-2	101
99	1	-22	-2	2	20	4	O=C(CN1C(=O)/C(=C/c2ccccc2Cl)SC1=S)NC1CCS(=O)(=O)C1 (stereo not drawn)	3	97
96	3	12	2	-4	6	8	CCc1cc(C(=O)OC)c(NC(=O)CN2CCN(C(=O)c3ccco3)CC2)s1	-4	99
99	7	34	-2	-2	-3	-12	NC(=O)c1ccccc1NC(=O)/C=C/c1ccc(Cl)cc1	2	100
100	3	-8	1	-12	10	-17	C=CCn1c(SCC(=O)c2ccc(Cl)s2)nc2ccccc2c1=O	-4	102
106	-5	15	8	-26	-15	9	COCCN(CCOC)C(=O)c1ccc(CSc2nc3ccccc3s2)cc1	4	105
105	5	1	4	-1	2	4	Cc1nc2cc(Cl)ccc2c(=O)n1Cc1ccncc1	9	105
91	4	-20	5	-9	13	45	O=c1[nH]c2cc3c(cc2cc1CN(Cc1nnnn1C1CCCC1)C1CCCC1)OCCO3	-7	98
106	-2	0	-3	4	0	-9	C=CCN1C(=O)c2ccc(C(=O)NCCc3ccc(F)cc3)cc2C1=O	6	102
110	1	-14	-2	0	1	4	COc1ccc(Br)cc1CNC(=O)C1CCCN(c2nc3ccccc3o2)C1 (stereo not drawn)	6	105
102	-2	-1	.	-11	5	9	CCOC(=O)c1c(C)nsc1NC(=O)c1ccco1	6	105
101	8	3	3	10	2	6	CC1Cc2cc(/C(O)=C3/C(=O)C(=O)N(CCCn4ccnc4)C3c3ccc(Br)cc3)ccc2O1 (stereo not drawn)	-1	101
105	1	.	8	-1	-3	8	Cc1cccc(OCCN2CCOCC2)c1C	7	105
97	4	18	5	0	7	29	CCc1nnc(NC(=O)c2ccc(Cl)c(S(=O)(=O)N3CCc4ccccc43)c2)s1	-4	99
103	-3	30	9	2	1	-15	COc1cc(N2CCCC2)ccc1[N+](=O)[O-]	1	103
107	2	11	3	-8	1	0	Cc1ccccc1C(=O)c1cccn1CC(=O)NC(C)CCc1ccccc1 (stereo not drawn)	10	106
109	-2	9	-2	-8	23	12	CCc1ccc(CNc2ccc3c(c2)ncn3C)cc1	11	106
99	2	1	-2	1	6	24	Cc1ccc2nc(N/C(=N/S(=O)(=O)c3cccs3)c3ccccc3Cl)sc2c1	-4	105
79	0	12	-2	-8	0	-13	O=C(NCc1ccccc1)Oc1cccc(Cl)c1	1	79
99	4	2	0	-4	4	6	CCOc1ccc(S(=O)(=O)N(C)c2ccc(OCC(=O)NCC3CCCO3)cc2)cc1 (stereo not drawn)	-4	101
95	3	-17	-8	-2	-6	0	CCOc1ncccc1C(=O)OCC(=O)c1ccccc1Br	-3	96
102	6	3	1	-2	-6	-7	O=C(NCCN1CCN(S(=O)(=O)c2ccc([N+](=O)[O-])cc2)CC1)C(=O)Nc1ccccc1	-3	103
105	1	-12	-4	-3	-7	14	Cc1ccc(C2CC(c3cccs3)=NN2C(=O)CCl)cc1 (stereo not drawn)	6	110
103	7	5	.	-4	0	10	O=C(O)C(NC(=O)C1CCCN1C(=O)OCc1ccccc1)c1ccccc1 (stereo not drawn)	3	102
101	-1	20	6	-5	2	2	CC1(C)CC(=O)c2cnc(N3CCN(c4ccccc4)CC3)nc2C1	6	103
95	1	8	-3	17	-3	-2	COc1ccc(CNC(=O)CN(C(=O)c2cc3sccc3n2C)C2CCCC2)cc1	-2	98
101	2	30	5	-14	3	3	Cc1ccc(S(=O)(=O)N(CC(=O)Nc2ccccc2C(=O)O)c2ccccc2)cc1	1	106
99	9	6	0	-12	0	9	CC1=NN(C(C#N)c2ccccc2O)C(C)(C)C1 (stereo not drawn)	-2	101
107	6	21	-3	18	3	-2	CN(CC(=O)Nc1cccc(F)c1)C(=O)c1cc(S(=O)(=O)N(C)C)ccc1N1CCCC1	3	106
104	3	7	-11	-12	-4	15	O=C1CCC(C(=O)NCc2cccnc2)N1 (stereo not drawn)	4	92
101	2	-3	1	-5	-2	9	COCc1ccc(C(=O)N2CCCC(C(=O)c3ccc(SC)cc3)C2)o1 (stereo not drawn)	3	101
118	-8	.	-1	-7	-13	-1	COc1ccc(Cl)cc1NC(=O)NCC1CCN(C(=O)OC(C)(C)C)CC1	28	128*
93	2	25	-4	1	-16	10	CC1CCCCN1C(=O)Cn1cc(C=O)c2ccccc21 (stereo not drawn)	-5	91

A different layout for part of the listing above.
canonical_smiles,MEKK2 WT-MEK5,IDE cell activ,NALP1 inh,IDE inh,pCIP destab,PfM18AAP inh,SUMO HTRF inh,MEKK2 mut-MEK5,MEKK3 PB1 HTS
CCOc1ccc(S(=O)(=O)N(C)c2ccc(OCC(=O)NCC3CCCO3)cc2)cc1 (stereo not drawn),99,4,2,0,-4,4,6,-4,101
Cc1nc2cc(Cl)ccc2c(=O)n1Cc1ccncc1,105,5,1,4,-1,2,4,9,105

Additional records follow.
MEKK2 WT-MEK5	IDE cell activ	NALP1 inh	IDE inh	pCIP destab	PfM18AAP inh	SUMO HTRF inh	molecule	MEKK2 mut-MEK5	MEKK3 PB1 HTS
76	-4	.	11	.	-6	.	CC1(C)CC(=O)C=C(NCCCN2CCCC2=O)C1	-12	67
132	-1	9	-3	-15	-7	17	CCCCn1c(=O)[nH]c(=O)c2c1nc(-c1cc(Cl)c(OC)c(OC)c1)n2C	16	114
97	4	2	-4	-5	12	10	O=C1N/C(=N\N=C\c2ccco2)SC1Cc1ccc(F)cc1 (stereo not drawn)	-1	100
99	3	3	9	3	3	-3	CSc1ccccc1NC(=O)N1CCCC(C(=O)c2ccc3c(c2)OCO3)C1 (stereo not drawn)	1	102
107	4	-3	4	-32	3	13	CC(c1ccco1)N(C(=O)c1ccc(F)cc1)c1ccccn1 (stereo not drawn)	-1	111
93	0	18	5	-16	-3	-39	Cc1cccc2cc(C#N)c(SCC(=O)N3CC(=O)Nc4ccccc43)nc12	-3	100
91	-2	10	6	-2	4	1	O=C(c1cccc2ccccc12)C1CCCN(C(=O)c2ccc(N3CCOCC3)cc2)C1 (stereo not drawn)	-5	101
105	0	14	-4	-8	1	4	COCCCNC(=O)/C=C/c1ccc(Cl)cc1	4	105
98	4	7	0	7	12	5	O=C(COc1cccc2cccnc12)NCC(F)(F)F	-1	98
99	4	1	5	-3	1	-10	O=C(CSc1nnnn1C1CCCCC1)NCc1ccc2c(c1)OCO2	3	100
100	3	4	-1	1	-4	-6	NC(=O)c1ccc(OCC(F)(F)F)nc1	7	104
84	0	12	-3	-2	0	16	Cc1ccc(S(=O)(=O)N2CCCOC2)cc1	-8	79*[inhibitor]
100	-2	25	14	1	0	-5	Cc1cccc(NC(=O)c2ccc(C3SCC(=O)N3CCc3ccccc3)cc2)c1 (stereo not drawn)	2	101
104	9	-1	-1	3	4	8	COc1ccc(C2/C(=C(/O)c3ccc(Br)cc3)C(=O)C(=O)N2C)cc1OC (stereo not drawn)	11	107
100	-1	5	3	0	2	15	COc1cc(C(=O)N2CCN(C(=O)c3ccco3)CC2)c([N+](=O)[O-])cc1OC	3	103
.	2	33	6	-29	2	11	Cc1nc(NCc2ccco2)c2oc3ccccc3c2n1	.	.
95	2	1	0	5	-2	1	Cc1cc2ncn(C(=O)N3CCCCC3)c2cc1C	-3	92
100	9	24	-2	-3	-13	17	COc1ccc(NC(=O)C2CCN(S(=O)(=O)c3c(C)noc3C)CC2)cc1OC	-4	99
101	9	5	-2	8	1	-7	Cc1ccc(-c2cc(C(=O)N3CCc4ccccc4C3)[nH]n2)cc1C	-1	102

In the list so far, 9 contain a furan ring, fused or not:
MEKK2 WT-MEK5	IDE cell activ	NALP1 inh	IDE inh	pCIP destab	PfM18AAP inh	SUMO HTRF inh	molecule	MEKK2 mut-MEK5	MEKK3 PB1 HTS
97	8	.	-1	6	12	8	COc1ccc(C(=O)N/C(=C\c2ccco2)C(=O)OCc2ccco2)cc1	-1	98
100	7	20	1	0	6	15	COc1cc(NC(=S)NC(=O)c2ccco2)ccc1NC(=O)C(C)C	1	102
96	3	12	2	-4	6	8	CCc1cc(C(=O)OC)c(NC(=O)CN2CCN(C(=O)c3ccco3)CC2)s1	-4	99
102	-2	-1	.	-11	5	9	CCOC(=O)c1c(C)nsc1NC(=O)c1ccco1	6	105
101	2	-3	1	-5	-2	9	COCc1ccc(C(=O)N2CCCC(C(=O)c3ccc(SC)cc3)C2)o1 (stereo not drawn)	3	101
97	4	2	-4	-5	12	10	O=C1N/C(=N\N=C\c2ccco2)SC1Cc1ccc(F)cc1 (stereo not drawn)	-1	100
107	4	-3	4	-32	3	13	CC(c1ccco1)N(C(=O)c1ccc(F)cc1)c1ccccn1 (stereo not drawn)	-1	111
100	-1	5	3	0	2	15	COc1cc(C(=O)N2CCN(C(=O)c3ccco3)CC2)c([N+](=O)[O-])cc1OC	3	103
.	2	33	6	-29	2	11	Cc1nc(NCc2ccco2)c2oc3ccccc3c2n1	.	.

Assay outcomes: PubChem, several laboratories
